Compound activity (PubChem BioAssay)
LYP phosphatase = inhibitors of LYP phosphatase, biochemical, fluorescence intensity, uHTS (AID 1779). Tyrosine-protein phosphatase non-receptor type 22 (Homo sapiens). recombinant LYP phosphatase, fluorescence intensity; higher % means a stronger effect. inhibition, % at 11.5 µM, or IC50 in µM where a hit was titrated. 0.054% of 290,000 active;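 note: plate controls were vehicle with enzyme for no effect and no enzyme for full effect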
human PMI inhibitors = human PMI inhibitors, high substrate, primary screen, biochemical, fluorescence intensity, high mannose 6-phosphate (AID 1220); recombinant PMI enzyme, coupled fluorescence intensity; higher % means a stronger effect; inhibition, % at 20 µM, or IC50 in µM where a hit was titrated; 0.66% of 190,000 active
KOR beta-arrestin-1 = KOR antagonists, beta-arrestin recruitment, cell-based, luminescence, uHTS (AID 1778); KOR beta-arrestin recruitment, luminescence, antagonist mode; higher % means a stronger effect; Kappa-type opioid receptor (Homo sapiens); inhibition, % at 10 µM, or IC50 in µM where a hit was titrated; 0.091% of 290,000 active; note: strong numbers were not always called active
XIAP antagonists = XIAP antagonists, biochemical, IAP family, fluorescence polarization (AID 1018) | E3 ubiquitin-protein ligase XIAP (Homo sapiens) | XIAP BIR domain, fluorescence polarization peptide displacement; higher % means a stronger effect | displacement, % at 20 µM, or IC50 in µM where a hit was titrated | 0.007% of 200,000 active; in the data active = displacement above about 50%; note: a part of the inactive calls stands beside numbers as strong as those of hits
HEK293 NOD2/NF-kB = NOD2 signaling inhibitors, cell-based, luminescence, uHTS, HEK293 (AID 1566) | 0.63% of 290,000 active | one-dose inhibition, % at 4 µM; EC50 in µM for titrated hits | HEK293 NOD2/NF-kB luciferase reporter, luminescence; higher % means a stronger effect; note: many of its hits are not listed in these tables
TNAP activation fold = human TNAP enzyme activators, primary screen, biochemical, luminescent, no phosphate acceptor, uHTS (AID 1001); purified TNAP, luminescent activation assay, no phosphate acceptor; higher activation fold means a stronger effect; 0.03% of 200,000 active; Alkaline phosphatase, tissue-nonspecific isozyme (Homo sapiens); activation fold at 20 µM, or EC50 in µM where a hit was titrated; in the data active = activation fold from about 3, or a potency from the dose series; inactive = the rest, 99 in 100 with activation fold below about 1.6; note: many of its hits are not listed in these tables
NOD1 NF-kB reporter = NOD1 signaling inhibitors, primary screen, cell-based, luminescence, uHTS (AID 1578) | one-dose inhibition, % at 4 µM; EC50 in µM for titrated hits | NOD1-driven NF-kB luciferase reporter cells, luminescence; higher % means a stronger effect | 1% of 290,000 active; in the data active = inhibition mostly above about 36%, no sharp cut-off; inactive = mostly below about 34%;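 note: HEK-293T reporter cells stimulated with the NOD1 agonist gamma-tri-DAP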
KOR beta-arrestin-2 = KOR agonists, beta-arrestin recruitment, primary screen, cell-based, luminescence, uHTS (AID 1777); KOR beta-arrestin recruitment, luminescence; higher % means a stronger effect; one-dose activation, % at 10 µM; EC50 in µM for titrated hits; 0.02% of 280,000 active; in the data active = activation above about 50%, passing the limit was not always enough; note: a part of the inactive calls stands beside numbers as strong as those of hits
human PMI inhibition = inhibitors of human PMI, primary screen, biochemical, fluorescence intensity, coupled assay (AID 1209); Mannose-6-phosphate isomerase (Homo sapiens); purified PMI enzyme, coupled fluorescence intensity; higher % means a stronger effect; inhibition, % at 20 µM, or IC50 in µM where a hit was titrated; 0.42% of 190,000 active;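 note: plate controls were DMSO vehicle for no effect and wells lacking substrate for full effect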
Starred values were filed as active, the others as inactive; [ ] = another dose, or the depositor's remark. Cut-off read from the data, not from the text of the source, unless noted: active = inhibition above about 50%; inactive = the rest. These rows are one share of the data; the hit share may differ from the screen's.

For CC12CC3CC(C)(C1)CC(C(=O)NCc1ccncc1)(C3)C2 the results were LYP phosphatase -3%, KOR beta-arrestin-1 -23%[20 µM], HEK293 NOD2/NF-kB 13%, NOD1 NF-kB reporter -13% and KOR beta-arrestin-2 -2.5%.
`Cc1nc2cc(NCc3cc([N+](=O)[O-])ccc3O)ccc2n1Cc1ccccc1` gave LYP phosphatase -2%, human PMI inhibitors 0%, KOR beta-arrestin-1 -51%, XIAP antagonists -9.6%, HEK293 NOD2/NF-kB -25%, TNAP activation fold 1, NOD1 NF-kB reporter -61%, KOR beta-arrestin-2 -2.5% and human PMI inhibition -15%.
`COc1cc2[nH]c(=S)n(Cc3ccc(C)cc3)c(=O)c2cc1OC` gave LYP phosphatase -5%, human PMI inhibitors 0%, KOR beta-arrestin-1 -3%, XIAP antagonists -8.6%, HEK293 NOD2/NF-kB 2%, TNAP activation fold 1.1, NOD1 NF-kB reporter -3%, KOR beta-arrestin-2 -2.9% and human PMI inhibition 0%.
Cc1ccccc1N(CC(=O)NCCc1ccccc1)C(=O)CCC(=O)Nc1ccccn1 was read as LYP phosphatase -1%, KOR beta-arrestin-1 22%, HEK293 NOD2/NF-kB -6%, NOD1 NF-kB reporter -20% and KOR beta-arrestin-2 -4.1%.
Screening Cc1ccc(NC(=O)CN2C(=O)NC(Cc3c[nH]c4ccccc34)C2=O)cc1S(=O)(=O)N1CCCCC1 (stereo not given) returned LYP phosphatase 3%, human PMI inhibitors 7%, KOR beta-arrestin-1 -4%, XIAP antagonists -4.7%, HEK293 NOD2/NF-kB 17%, TNAP activation fold 1.1, NOD1 NF-kB reporter -20%, KOR beta-arrestin-2 4.3% and human PMI inhibition 8%.
CC(=O)n1cc([C@@H]2C=C(C(=O)N3CCOCC3)O[C@H](OCCCCO)C2)c2ccccc21 was read as LYP phosphatase -8%, human PMI inhibitors -4%, KOR beta-arrestin-1 -12%, XIAP antagonists -4.8%, HEK293 NOD2/NF-kB -2%, TNAP activation fold 1.1, NOD1 NF-kB reporter 0%, KOR beta-arrestin-2 3.2% and human PMI inhibition -8%.
For CCCCCCCCCCC[N+](C)(C)CC/C=C1/c2ccccc2Sc2ccc(Cl)cc21 the results were LYP phosphatase -15%, KOR beta-arrestin-1 28%, HEK293 NOD2/NF-kB 1%, NOD1 NF-kB reporter -6% and KOR beta-arrestin-2 -2.3%.
Screening CSc1ccccc1NC(=O)COc1ccc(Cl)cc1C returned LYP phosphatase -2%, human PMI inhibitors 8%, KOR beta-arrestin-1 -13%, XIAP antagonists -6.5%, HEK293 NOD2/NF-kB 4%, TNAP activation fold 1, NOD1 NF-kB reporter -43%, KOR beta-arrestin-2 -1.9% and human PMI inhibition 16%.
Screening Clc1ccccc1CN1CCN(CCCc2ccccc2)CC1 returned LYP phosphatase -6%, human PMI inhibitors -26%, KOR beta-arrestin-1 -32%, XIAP antagonists -12%, HEK293 NOD2/NF-kB -15%, TNAP activation fold 1.1, NOD1 NF-kB reporter -5%, KOR beta-arrestin-2 0.9% and human PMI inhibition -16%.
For O=C(NCc1ccc(Cl)c(Cl)c1)c1cccnc1 the results were LYP phosphatase -10%, human PMI inhibitors 5%, KOR beta-arrestin-1 12%, XIAP antagonists -2.1%, HEK293 NOD2/NF-kB 2%, TNAP activation fold 1, NOD1 NF-kB reporter -18%, KOR beta-arrestin-2 -4.6% and human PMI inhibition 7%.
`CCNC(=O)CSC1=N/C(=C\c2ccc(O)c(OCC)c2)C(=O)N1c1ccc(OC(F)F)cc1` gave LYP phosphatase -9%, KOR beta-arrestin-1 16%, HEK293 NOD2/NF-kB 12%, NOD1 NF-kB reporter 1% and KOR beta-arrestin-2 0.7%.
`CCc1ccccc1S(=O)(=O)Cc1ccc(C(=O)NCC2CCCO2)o1` (stereo not given) gave LYP phosphatase -14%, human PMI inhibitors 2%, KOR beta-arrestin-1 3%, XIAP antagonists -1.5%, HEK293 NOD2/NF-kB 6%, TNAP activation fold 1.1, NOD1 NF-kB reporter -4%, KOR beta-arrestin-2 -0.9% and human PMI inhibition 5%.
Screening COCCOC(=O)c1c(C)n(C)c2ccc(OC(=O)N3CCOCC3)cc12 returned LYP phosphatase -10%, human PMI inhibitors -8%, KOR beta-arrestin-1 -13%, XIAP antagonists -5.0%, HEK293 NOD2/NF-kB 1%, TNAP activation fold 1.2, NOD1 NF-kB reporter -4%, KOR beta-arrestin-2 -6.2% and human PMI inhibition -3%.
`C=CCn1c(C)cc(C(=O)COC(=O)c2ccc3c(c2)NC(=O)CS3)c1C` gave LYP phosphatase 0%, human PMI inhibitors 22%, KOR beta-arrestin-1 -30%, XIAP antagonists -2.9%, HEK293 NOD2/NF-kB 10%, TNAP activation fold 1.1, NOD1 NF-kB reporter -11%, KOR beta-arrestin-2 5.8% and human PMI inhibition 0%.
O=C(CCCN1C(=O)c2cccc3cccc(c23)C1=O)NCc1ccco1 was read as LYP phosphatase -1%, human PMI inhibitors 6%, KOR beta-arrestin-1 -5%, XIAP antagonists -5.5%, HEK293 NOD2/NF-kB -4%, TNAP activation fold 1.1, NOD1 NF-kB reporter -49%, KOR beta-arrestin-2 4.8% and human PMI inhibition 9%.
COC(=O)c1cnc2c(c(C)nn2C)c1OC was read as LYP phosphatase -6%, HEK293 NOD2/NF-kB 7%, NOD1 NF-kB reporter -11% and KOR beta-arrestin-2 -2.7%.
`COc1ccc(C2NC3=C(CCC3)C3(C#N)C(OC)(OC)N=C(N)C23C#N)cc1` (stereo not given) gave LYP phosphatase -5%, human PMI inhibitors 31%, KOR beta-arrestin-1 22%, XIAP antagonists -2.4%, HEK293 NOD2/NF-kB 1%, TNAP activation fold 0.7, NOD1 NF-kB reporter -20%, KOR beta-arrestin-2 2.0% and human PMI inhibition 1%.
COc1ccccc1CNC(=O)COC(=O)c1ccc(C)c(S(=O)(=O)N2CCCCC2)c1 was read as LYP phosphatase -10%, KOR beta-arrestin-1 38%, HEK293 NOD2/NF-kB 12%, NOD1 NF-kB reporter -8% and KOR beta-arrestin-2 -3.5%.
Screening COc1cccc(/C=N/c2sc(Cc3ccccc3)c(C)c2C(N)=O)c1O returned LYP phosphatase -5%, human PMI inhibitors 18%, KOR beta-arrestin-1 4%, XIAP antagonists -4.0%, HEK293 NOD2/NF-kB 0%, TNAP activation fold 1, NOD1 NF-kB reporter -8%, KOR beta-arrestin-2 -3.1% and human PMI inhibition 24%.
`O=C(CSc1nnc(-c2ccco2)o1)c1ccccc1` gave LYP phosphatase -6%, human PMI inhibitors 7%, KOR beta-arrestin-1 -26%, XIAP antagonists -4.0%, HEK293 NOD2/NF-kB -27%, TNAP activation fold 1.2, NOD1 NF-kB reporter -47%, KOR beta-arrestin-2 6.2% and human PMI inhibition 4%.
Screening COC(=O)CCC(=O)Nc1nnc(C(F)(F)F)s1 returned LYP phosphatase -3%, human PMI inhibitors 2%, KOR beta-arrestin-1 9%, XIAP antagonists -4.2%, HEK293 NOD2/NF-kB -6%, TNAP activation fold 1.1, NOD1 NF-kB reporter -6%, KOR beta-arrestin-2 -6.0% and human PMI inhibition -1%.
`COc1ccc(C(=O)/C=C\N2CCOCC2)cc1` gave LYP phosphatase -5%, human PMI inhibitors -2%, KOR beta-arrestin-1 -45%, XIAP antagonists -12%, HEK293 NOD2/NF-kB -2%, TNAP activation fold 1.1, NOD1 NF-kB reporter -16%, KOR beta-arrestin-2 0.1% and human PMI inhibition 3%.
Screening CC1(C)Cc2ccccc2C(=NCCCCCC(=O)O)N1 returned LYP phosphatase -6%, human PMI inhibitors -4%, KOR beta-arrestin-1 10%, XIAP antagonists -6.2%, HEK293 NOD2/NF-kB 4%, TNAP activation fold 1.1, NOD1 NF-kB reporter -23%, KOR beta-arrestin-2 3.8% and human PMI inhibition -6%.
COC(=O)C1=C(C)N(Cc2cccnc2)C(=O)/C1=C\c1sccc1C was read as LYP phosphatase 2%, human PMI inhibitors -2%, KOR beta-arrestin-1 -3%[20 µM], XIAP antagonists -2.7%, HEK293 NOD2/NF-kB 8%, TNAP activation fold 0.9, NOD1 NF-kB reporter -26%, KOR beta-arrestin-2 2.3% and human PMI inhibition -1%.
Cc1nc(-c2ccccc2)sc1C1(C)CC(c2ccc([N+](=O)[O-])cc2)=NO1 (stereo not given) was read as LYP phosphatase -1%, KOR beta-arrestin-1 15%, HEK293 NOD2/NF-kB 2%, NOD1 NF-kB reporter -1% and KOR beta-arrestin-2 0.5%.
For COc1ccc(C2C3=C(CC(C)(C)CC3=O)N(CC(=O)O)C3=C2C(=O)CC(C)(C)C3)cc1OC the results were LYP phosphatase -11%, KOR beta-arrestin-1 -32%[20 µM], HEK293 NOD2/NF-kB 15%, NOD1 NF-kB reporter -5% and KOR beta-arrestin-2 -5.0%.
`C=CCOc1cccc(CNn2cn[nH]c2=S)c1` gave LYP phosphatase -4%, human PMI inhibitors -7%, KOR beta-arrestin-1 -20%, XIAP antagonists -2.7%, HEK293 NOD2/NF-kB 15%, TNAP activation fold 0.9, NOD1 NF-kB reporter 5%, KOR beta-arrestin-2 1.6% and human PMI inhibition 21%.
`O=C1OCCN1CCNCc1cn(-c2ccc(F)cc2)nc1-c1ccccc1Cl` gave LYP phosphatase -9%, human PMI inhibitors 1%, KOR beta-arrestin-1 -1%[20 µM], XIAP antagonists -5.1%, HEK293 NOD2/NF-kB 12%, TNAP activation fold 1.1, NOD1 NF-kB reporter -15% and human PMI inhibition 2%.
`CC(Sc1cccc[n+]1[O-])C(=O)Nc1ccc(Oc2ccccc2)cc1` (stereo not given) gave LYP phosphatase -4%, human PMI inhibitors 0%, KOR beta-arrestin-1 -8%, XIAP antagonists -4.1%, HEK293 NOD2/NF-kB 18%, TNAP activation fold 1.1, NOD1 NF-kB reporter -12%, KOR beta-arrestin-2 -6.3% and human PMI inhibition -4%.
CCCCNS(=O)(=O)c1ccc2nc(-c3cccnc3)cc(C(=O)NC(C)C)c2c1 was read as LYP phosphatase 2%, human PMI inhibitors -10%, KOR beta-arrestin-1 6%, XIAP antagonists 19%, HEK293 NOD2/NF-kB 5%, TNAP activation fold 1.1, NOD1 NF-kB reporter -10%, KOR beta-arrestin-2 -1.0% and human PMI inhibition -5%.
Cc1ccc(-n2nc(C(=O)O)c(O)cc2=O)cc1 was read as LYP phosphatase -7%, human PMI inhibitors 1%, KOR beta-arrestin-1 -43%[20 µM], XIAP antagonists -8.2%, HEK293 NOD2/NF-kB 17%, TNAP activation fold 1.1, NOD1 NF-kB reporter -7%, KOR beta-arrestin-2 4.0% and human PMI inhibition 8%.
`CCCCNCCCCOc1ccccc1` gave LYP phosphatase -5%, human PMI inhibitors 1%, KOR beta-arrestin-1 28%, XIAP antagonists -3.6%, HEK293 NOD2/NF-kB 1%, TNAP activation fold 1.1, NOD1 NF-kB reporter -2%, KOR beta-arrestin-2 -2.6% and human PMI inhibition 3%.
